TLR9-MyD88 inh: TLR9-MyD88 interaction inhibition | CHO BLA complementation TLR9-MyD88, CCF4 FRET ratio | inhibition, % at 4.98 µM | 0.21% of 340,000 active | AID 504734;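 active = inhibition above the mean over all tested compounds plus 3 SD, cut at about 21% in these data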;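 note: 0% = DMSO only wells and 100% = clavulanate BLA inhibitor control wells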
Vif imaging: blocks HIV Vif function; HEK293T cells, Vif self-association by quenched fluorescence, imaging, 24 h; inhibition, % at 7.49 µM; 0.35% of 340,000 active; AID 602346; in the data active = inhibition above about 50%, passing the limit was not always enough; note: some results filed as inactive read as strong as hits
NCOA1 inh: inhibitors of human steroid receptor coactivator 1 (SRC1) | HEK293 GAL4-SRC1 luciferase reporter, luminescence | inhibition, % at 3.6 µM | 0.12% of 360,000 active;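 active = inhibition above the campaign mean plus 3 SD, with each screening campaign given its own cutoff, cut at about 60% in these data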;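 note: 0% = DMSO treated cells and 100% = gossypol at 36 µM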
EBV LMP1 NFkB: inhibitors of Epstein-Barr LMP1-induced NF-kappaB reporter; LMP1-induced NF-kappaB luciferase reporter cells, luminescence; inhibition, % at 12.5 µM; 0.69% of 350,000 active; AID 504558; in the data active = inhibition above about 41%;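 note: 0% = neutral control wells and 100% = reference inhibitor control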
LRH-1 inv ag: NR5A2 inverse agonism in reporter assay | inhibition, % at 3.6 µM | AID 602396 | 0.13% of 360,000 active | O00482 | HEK293T StAR-luciferase reporter, LRH-1 transfected, 24 h;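 active = inhibition above the mean inhibition of all tested compounds plus 3 SD, cut at about 73% in these data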;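 note: 0% = DMSO wells and 100% = reporter-only cells lacking LRH-1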
C8 TRAIL sens: sensitizes caspase-8 expressing cells to TRAIL; AID 624354; NB7+C8 cells + TRAIL, ATPlite viability luminescence; inhibition (viability loss, TRAIL sensitization), % at 10 µM; 1% of 360,000 active;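 active = compounds causing at least 50% loss of cell viability in the single-dose screen, relative to plate controls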
NR2F2 inh: blocks human COUP-TFII nuclear receptor | P24468 | HEK293T NGFI-A luciferase reporter, luminescence | inhibition, % at 8.6 µM | 0.7% of 370,000 active | AID 686940;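 active = inhibition above a per-plate cutoff, mean inhibition of test wells between control levels plus 3 SD, cut at about 38% in these data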;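 note: cells cotransfected with COUP-TFII expression vector driving the NGFI-A reporter; 0% = median of COUP-TF2 test wells and 100% = reporter-only cells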
NCOA3 inh: human NCOA3 inhibition; Q9Y6Q9; HEK293 GAL4-SRC3 luciferase reporter, luminescence; inhibition, % at 3.6 µM; 0.17% of 360,000 active; AID 588352;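 active = inhibition above a per-campaign cutoff, the mean of all compounds plus 3 SD, cut at about 60% in these data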;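 note: 0% = DMSO-treated cells and 100% = gossypol-treated cells at 36 µM; higher means less SRC3-driven luciferase light from the GAL4 reporter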
Target sequence (Q9Y6Q9 whole entry, looked up, the tested form may be a part): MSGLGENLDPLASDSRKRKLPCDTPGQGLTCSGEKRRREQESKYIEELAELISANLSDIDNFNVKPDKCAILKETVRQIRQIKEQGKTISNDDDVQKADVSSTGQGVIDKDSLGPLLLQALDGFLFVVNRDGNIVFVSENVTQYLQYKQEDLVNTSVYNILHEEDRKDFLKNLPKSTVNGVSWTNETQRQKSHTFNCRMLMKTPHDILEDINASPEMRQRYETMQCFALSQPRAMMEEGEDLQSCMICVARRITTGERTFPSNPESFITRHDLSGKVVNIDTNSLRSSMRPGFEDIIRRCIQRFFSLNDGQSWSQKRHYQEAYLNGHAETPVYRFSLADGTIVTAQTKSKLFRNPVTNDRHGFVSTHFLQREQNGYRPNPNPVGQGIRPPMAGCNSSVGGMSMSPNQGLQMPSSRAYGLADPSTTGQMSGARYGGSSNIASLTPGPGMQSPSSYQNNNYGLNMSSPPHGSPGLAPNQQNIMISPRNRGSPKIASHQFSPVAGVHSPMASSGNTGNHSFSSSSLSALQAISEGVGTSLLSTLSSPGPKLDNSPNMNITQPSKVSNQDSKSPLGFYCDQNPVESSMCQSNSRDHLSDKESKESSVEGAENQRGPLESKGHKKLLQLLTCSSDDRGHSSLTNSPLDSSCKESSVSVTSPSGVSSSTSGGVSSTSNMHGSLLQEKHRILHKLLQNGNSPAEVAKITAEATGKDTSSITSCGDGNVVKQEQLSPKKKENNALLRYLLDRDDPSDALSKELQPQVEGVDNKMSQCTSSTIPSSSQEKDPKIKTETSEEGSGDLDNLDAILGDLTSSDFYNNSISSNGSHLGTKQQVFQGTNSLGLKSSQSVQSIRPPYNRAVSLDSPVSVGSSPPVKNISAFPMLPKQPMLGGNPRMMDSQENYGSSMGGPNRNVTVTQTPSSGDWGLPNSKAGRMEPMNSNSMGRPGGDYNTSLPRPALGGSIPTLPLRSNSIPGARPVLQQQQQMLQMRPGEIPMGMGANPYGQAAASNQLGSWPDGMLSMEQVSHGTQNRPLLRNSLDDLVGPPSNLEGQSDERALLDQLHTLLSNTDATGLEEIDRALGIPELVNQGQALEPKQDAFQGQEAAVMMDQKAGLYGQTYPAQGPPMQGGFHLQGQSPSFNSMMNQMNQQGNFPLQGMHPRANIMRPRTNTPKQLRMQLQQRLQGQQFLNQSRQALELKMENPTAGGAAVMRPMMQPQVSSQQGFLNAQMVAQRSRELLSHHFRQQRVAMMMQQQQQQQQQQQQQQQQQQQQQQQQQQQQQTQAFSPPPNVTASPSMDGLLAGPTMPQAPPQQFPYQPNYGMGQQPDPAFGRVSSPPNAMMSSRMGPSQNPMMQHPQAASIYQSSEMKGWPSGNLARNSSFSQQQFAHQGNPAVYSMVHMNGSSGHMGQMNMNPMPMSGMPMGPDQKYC
NOD2-RIPK2 inh: blocks binding of human NOD2 to RIPK2 | O43353 | CHO BLA complementation NOD2-RIPK2, CCF4 ratio | inhibition, % at 4.98 µM | 0.38% of 360,000 active | AID 624267; in the data active = inhibition above about 21%;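 note: 0% = vehicle only and 100% = reference blocker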
TROY NFkB inh: blocks TROY-dependent signaling in reporter cells; AID 1347056; Q293 LMP1-TROYcd NF-kB luciferase reporter, 4 h; inhibition, % at 10 µM; 0.98% of 360,000 active;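 active = compounds whose plate-normalised and pattern-corrected inhibition of the luciferase reporter signal at the single screening dose is 50% or more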
NCOA2 inhibitor: inhibits human steroid receptor coactivator 2; 0.17% of 370,000 active; HEK293 GAL4-SRC2 luciferase reporter, luminescence; Q15596; inhibition, % at 9 µM; AID 651957;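 active = inhibition above the mean inhibition of all tested compounds plus 3 SD, set per campaign, cut at about 52% in these data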;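 note: 0% = DMSO treated cells and 100% = cells given Gossypol at 36 µM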
The depositor's hits bear a star.

Screening Cc1cc(NC(=O)NC(=O)c2ccccc2NC(=O)CN)ccc1Oc1ncc(Br)cn1 returned TLR9-MyD88 inh -6, Vif imaging 11, NCOA1 inh 4, EBV LMP1 NFkB -1, LRH-1 inv ag -2, C8 TRAIL sens 25, NR2F2 inh -20, NCOA3 inh -7, NOD2-RIPK2 inh 0, TROY NFkB inh 12 and NCOA2 inhibitor 17.
`CCc1sc(C(=O)Nc2ccccc2N2CCOCC2)cc1C` gave TLR9-MyD88 inh -5, Vif imaging -6, NCOA1 inh -20, EBV LMP1 NFkB -7, LRH-1 inv ag 5, C8 TRAIL sens 4, NR2F2 inh -15, NCOA3 inh 4, NOD2-RIPK2 inh 5, TROY NFkB inh -7 and NCOA2 inhibitor 20.
CC(=O)NC1C(=O)Nc2c(C)cc(C)cc21 (centres undefined) was read as TLR9-MyD88 inh 8, Vif imaging 0, NCOA1 inh -13, EBV LMP1 NFkB -7, LRH-1 inv ag -13, C8 TRAIL sens 2, NR2F2 inh 3, NCOA3 inh -15, NOD2-RIPK2 inh 8, TROY NFkB inh 25 and NCOA2 inhibitor 12.
Screening Cc1ccccc1NC(=O)COC(=O)c1c(C)nn(-c2ccccc2)c1C returned TLR9-MyD88 inh 0, Vif imaging -7, NCOA1 inh -17, EBV LMP1 NFkB -12, LRH-1 inv ag -16, C8 TRAIL sens -16, NR2F2 inh -24, NCOA3 inh -18, NOD2-RIPK2 inh -3, TROY NFkB inh -36 and NCOA2 inhibitor -79.
For O=C1CSC(c2cccc([N+](=O)[O-])c2)N1c1ccccc1F (centres undefined) the results were TLR9-MyD88 inh -10, Vif imaging -8, NCOA1 inh 7, EBV LMP1 NFkB -7, LRH-1 inv ag -10, C8 TRAIL sens -26, NR2F2 inh 9, NCOA3 inh 10, NOD2-RIPK2 inh 0, TROY NFkB inh 10 and NCOA2 inhibitor -5.
`O=C(Nc1ccc(Cl)c(Cl)c1)OCCNC(=O)c1ccncc1` gave TLR9-MyD88 inh -6, Vif imaging 1, NCOA1 inh 4, EBV LMP1 NFkB 3, LRH-1 inv ag 17, C8 TRAIL sens 2, NR2F2 inh 2, NCOA3 inh 9, NOD2-RIPK2 inh -5, TROY NFkB inh 8 and NCOA2 inhibitor 18.
COc1cc2c(cc1OC)CN(C(=O)CCNS(=O)(=O)c1ccccc1F)CC2 was read as TLR9-MyD88 inh -5, Vif imaging -1, NCOA1 inh -27, EBV LMP1 NFkB 1, LRH-1 inv ag 13, C8 TRAIL sens -1, NR2F2 inh 1, NCOA3 inh -19, NOD2-RIPK2 inh -7, TROY NFkB inh 10 and NCOA2 inhibitor -4.
For CSc1nc(C)cc(OCCNS(=O)(=O)c2cc(C)ccc2C)n1 the results were TLR9-MyD88 inh -5, Vif imaging -5, NCOA1 inh 11, EBV LMP1 NFkB -1, LRH-1 inv ag 13, C8 TRAIL sens 3, NR2F2 inh 2, NCOA3 inh 4, NOD2-RIPK2 inh -9, TROY NFkB inh 8 and NCOA2 inhibitor -15.
`Cc1ccc(C(C)C)c(OCC(O)CN2CC(C)OC(C)C2)c1` (centres undefined) gave TLR9-MyD88 inh -1, Vif imaging -2, NCOA1 inh 4, EBV LMP1 NFkB 3, LRH-1 inv ag 6, C8 TRAIL sens 17, NR2F2 inh 0, NCOA3 inh -5, NOD2-RIPK2 inh 0, TROY NFkB inh -1 and NCOA2 inhibitor -3.
For COc1ccc(C(C)(C)C)cc1NC(=O)CCN1C(=O)C2CCCCC2C1=O (centres undefined) the results were TLR9-MyD88 inh 0, Vif imaging -2, NCOA1 inh 3, EBV LMP1 NFkB 3, LRH-1 inv ag 7, C8 TRAIL sens -8, NR2F2 inh 14, NCOA3 inh 4, NOD2-RIPK2 inh -2, TROY NFkB inh -1 and NCOA2 inhibitor -2.
Screening Nc1nc2nccc(-c3ccccn3)n2n1 returned TLR9-MyD88 inh -1, Vif imaging 3, NCOA1 inh -36, EBV LMP1 NFkB -6, LRH-1 inv ag 2, C8 TRAIL sens 5, NR2F2 inh 11, NCOA3 inh -7, NOD2-RIPK2 inh 0, TROY NFkB inh -6 and NCOA2 inhibitor 1.
Cc1ccc(NS(=O)(=O)c2cc(C(=O)Nc3cccnc3)ccc2C)cc1 was read as TLR9-MyD88 inh 1, Vif imaging -6, NCOA1 inh 0, EBV LMP1 NFkB 1, LRH-1 inv ag -9, C8 TRAIL sens 1, NR2F2 inh -13, NCOA3 inh -1, NOD2-RIPK2 inh 6, TROY NFkB inh 0 and NCOA2 inhibitor -14.
S=C(Nc1ccc(Br)cc1)Nc1ccc2c(c1)OCCO2 was read as TLR9-MyD88 inh 0, Vif imaging 17, NCOA1 inh -65, EBV LMP1 NFkB -26, LRH-1 inv ag 52, C8 TRAIL sens 0, NR2F2 inh -50, NCOA3 inh -40, NOD2-RIPK2 inh -12, TROY NFkB inh -6 and NCOA2 inhibitor -26.
For COc1ccc(N2C(=O)NC(NS(=O)(=O)c3ccc(NC(C)=O)cc3)(C(F)(F)F)C2=O)cc1 (centres undefined) the results were TLR9-MyD88 inh -4, Vif imaging 0, NCOA1 inh -8, EBV LMP1 NFkB 0, LRH-1 inv ag -22, C8 TRAIL sens -11, NR2F2 inh -22, NCOA3 inh 9, NOD2-RIPK2 inh -3, TROY NFkB inh 0 and NCOA2 inhibitor -56.
CN(CC(=O)N(C)CC(=O)Nc1c(Cl)cccc1Cl)Cc1ccc(Br)s1 was read as TLR9-MyD88 inh -2, Vif imaging 5, NCOA1 inh -10, EBV LMP1 NFkB -14, LRH-1 inv ag 13, C8 TRAIL sens 3, NR2F2 inh -8, NCOA3 inh 17, NOD2-RIPK2 inh 3, TROY NFkB inh -5 and NCOA2 inhibitor -4.
For CC(CN1CCOCC1)OC(=O)c1ccc(C(C)(C)C)cc1 (centres undefined) the results were TLR9-MyD88 inh 6, Vif imaging -1, NCOA1 inh 1, EBV LMP1 NFkB -2, LRH-1 inv ag 1, C8 TRAIL sens 6, NR2F2 inh 0, NCOA3 inh -3, NOD2-RIPK2 inh -3, TROY NFkB inh 4 and NCOA2 inhibitor -14.
O=C(c1cccs1)N1CCN(c2ccc(F)cc2)CC1 was read as TLR9-MyD88 inh 3, Vif imaging 7, NCOA1 inh -18, EBV LMP1 NFkB 1, LRH-1 inv ag -8, C8 TRAIL sens -16, NR2F2 inh 0, NCOA3 inh 15, NOD2-RIPK2 inh -12, TROY NFkB inh -11 and NCOA2 inhibitor 10.
Screening COC(=O)c1ccc2nc(-c3ccc(OC)c(OC)c3)c(Cc3ccc(OC)cc3C)n2c1 returned NCOA1 inh 8, LRH-1 inv ag -15, C8 TRAIL sens 6, NR2F2 inh -10, NCOA3 inh 15, NOD2-RIPK2 inh 3, TROY NFkB inh 6 and NCOA2 inhibitor -37.
Cc1cccc(C(=O)NCCC(=O)N2CCc3ccccc3C2)c1 was read as TLR9-MyD88 inh -3, Vif imaging -3, NCOA1 inh -2, EBV LMP1 NFkB -2, LRH-1 inv ag 5, C8 TRAIL sens -14, NR2F2 inh -9, NCOA3 inh 7, NOD2-RIPK2 inh 5, TROY NFkB inh 7 and NCOA2 inhibitor -10.
For O=C(NCCCn1ccnc1)c1cc(C(=O)C2CC2)c[nH]1 the results were TLR9-MyD88 inh 3, Vif imaging -4, NCOA1 inh -25, EBV LMP1 NFkB -3, LRH-1 inv ag -19, C8 TRAIL sens 0, NR2F2 inh -17, NCOA3 inh -1, NOD2-RIPK2 inh 1, TROY NFkB inh -8 and NCOA2 inhibitor 2.
Cc1ccc(C2NC(=O)NC3=C2CCc2ccccc23)cc1 (centres undefined) was read as TLR9-MyD88 inh -5, Vif imaging -4, NCOA1 inh 9, EBV LMP1 NFkB -3, LRH-1 inv ag 14, C8 TRAIL sens 21, NR2F2 inh 12, NCOA3 inh 23, NOD2-RIPK2 inh -4, TROY NFkB inh 69* and NCOA2 inhibitor 1.
COc1ccc(NC(=O)N(Cc2cccnc2)Cc2ccccc2Cl)c(OC)c1 was read as Vif imaging -3, NCOA1 inh 10, LRH-1 inv ag 17, C8 TRAIL sens -13, NCOA3 inh -7, NOD2-RIPK2 inh 0 and TROY NFkB inh -29.
COC(=O)c1cc2ccsc2n1CC(=O)N1CCCc2ccccc21 was read as TLR9-MyD88 inh -6, Vif imaging 2, NCOA1 inh -14, EBV LMP1 NFkB -2, LRH-1 inv ag 26, C8 TRAIL sens -17, NR2F2 inh 6, NCOA3 inh 1, NOD2-RIPK2 inh -79, TROY NFkB inh -2 and NCOA2 inhibitor -20.
`Cc1[nH]c2ccccc2c1SCC(=O)N1CCCc2ccccc21` gave TLR9-MyD88 inh 2, Vif imaging -4, NCOA1 inh -4, EBV LMP1 NFkB 2, LRH-1 inv ag -9, C8 TRAIL sens -9, NR2F2 inh -3, NCOA3 inh -10, NOD2-RIPK2 inh 2, TROY NFkB inh 9 and NCOA2 inhibitor 10.
For CCOC(=O)C1CCCN(CCC(=O)Nc2cc(C)ccc2C)C1 (centres undefined) the results were TLR9-MyD88 inh 7, Vif imaging -4, NCOA1 inh 1, EBV LMP1 NFkB -12, LRH-1 inv ag 7, C8 TRAIL sens 7, NR2F2 inh 21, NCOA3 inh 5, NOD2-RIPK2 inh -13, TROY NFkB inh 1 and NCOA2 inhibitor 5.
CCOc1cc(CNc2ccc(OC)cc2)cc(Br)c1OCC(=O)NC(C)(C)C was read as TLR9-MyD88 inh 2, Vif imaging -17, NCOA1 inh 5, EBV LMP1 NFkB -7, LRH-1 inv ag -11, C8 TRAIL sens -6, NR2F2 inh 13, NCOA3 inh 9, NOD2-RIPK2 inh 4, TROY NFkB inh -29 and NCOA2 inhibitor 24.

Four compounds out of the list, arranged by formula weight, rising.
For CC(CN1CCOCC1)OC(=O)c1ccc(C(C)(C)C)cc1 (centres undefined) the results were TLR9-MyD88 inh 6, Vif imaging -1, NCOA1 inh 1, EBV LMP1 NFkB -2, LRH-1 inv ag 1, C8 TRAIL sens 6, NR2F2 inh 0, NCOA3 inh -3, NOD2-RIPK2 inh -3, TROY NFkB inh 4 and NCOA2 inhibitor -14.
For CCOC(=O)C1CCCN(CCC(=O)Nc2cc(C)ccc2C)C1 (centres undefined) the results were TLR9-MyD88 inh 7, Vif imaging -4, NCOA1 inh 1, EBV LMP1 NFkB -12, LRH-1 inv ag 7, C8 TRAIL sens 7, NR2F2 inh 21, NCOA3 inh 5, NOD2-RIPK2 inh -13, TROY NFkB inh 1 and NCOA2 inhibitor 5.
COC(=O)c1cc2ccsc2n1CC(=O)N1CCCc2ccccc21 was read as TLR9-MyD88 inh -6, Vif imaging 2, NCOA1 inh -14, EBV LMP1 NFkB -2, LRH-1 inv ag 26, C8 TRAIL sens -17, NR2F2 inh 6, NCOA3 inh 1, NOD2-RIPK2 inh -79, TROY NFkB inh -2 and NCOA2 inhibitor -20.
S=C(Nc1ccc(Br)cc1)Nc1ccc2c(c1)OCCO2 was read as TLR9-MyD88 inh 0, Vif imaging 17, NCOA1 inh -65, EBV LMP1 NFkB -26, LRH-1 inv ag 52, C8 TRAIL sens 0, NR2F2 inh -50, NCOA3 inh -40, NOD2-RIPK2 inh -12, TROY NFkB inh -6 and NCOA2 inhibitor -26.

Screening data (PubChem)

Only part of the results is shown; rates above refer to the full screens.
